STK33 kinase inh – human STK33 kinase inhibition; Q9BYT3; purified STK33, MBP phosphorylation, ADP-Glo luminescence; inhibition, % at 10 µM; 0.073% of 320,000 active; AID 2661;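 active = inhibition at or above 25%, using the most active replicate where run in duplicate; inactive = inhibition below 25%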
Target sequence (Q9BYT3 whole entry, looked up): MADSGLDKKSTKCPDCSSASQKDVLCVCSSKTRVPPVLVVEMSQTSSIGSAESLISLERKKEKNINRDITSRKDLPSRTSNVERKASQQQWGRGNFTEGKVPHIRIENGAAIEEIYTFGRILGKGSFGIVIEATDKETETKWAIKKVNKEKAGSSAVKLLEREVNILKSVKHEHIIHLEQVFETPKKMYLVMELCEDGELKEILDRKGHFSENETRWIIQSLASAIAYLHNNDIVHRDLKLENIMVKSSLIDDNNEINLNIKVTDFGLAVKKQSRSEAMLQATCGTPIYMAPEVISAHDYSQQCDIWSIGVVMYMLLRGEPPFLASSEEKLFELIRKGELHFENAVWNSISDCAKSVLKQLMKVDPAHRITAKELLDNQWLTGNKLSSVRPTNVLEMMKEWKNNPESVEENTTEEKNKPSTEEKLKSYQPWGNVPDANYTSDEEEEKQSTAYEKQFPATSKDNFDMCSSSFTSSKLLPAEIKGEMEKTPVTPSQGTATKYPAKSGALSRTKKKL
An asterisk follows results filed as active. Only part of the results is shown; the hit share may differ from the screen's.

STK33 kinase inh	molecule
-0.3	COc1cccc(-c2nnc(SCC(=O)NC3CCS(=O)(=O)C3)n2C)c1 (configuration not stated)
-1.0	CCOC(=O)Cc1csc(NC(=O)CN(C)S(=O)(=O)c2cccc3cccnc23)n1
-5.9	COc1cccc2c1[C@@H]1CN(CCCCn3c(=O)[nH]c4c(sc5ncc(-c6ccccc6)nc54)c3=O)C[C@@H]1CO2
-2.0	COCCN(Cc1nnc(-c2cccs2)o1)C(=O)CN1C(=O)NC2(CCCCC2)C1=O
0.7	COn1c(=S)[nH]c2ccccc2c1=O
-1.5	CSCCC(NC(=O)c1ccc(Cl)cc1Cl)C(=O)NNC(=O)c1ccncc1 (configuration not stated)
-1.6	CC(NS(=O)(=O)c1cccc(C(=O)NCc2ccncc2)c1)c1ccccc1 (configuration not stated)
-1.3	O=C(COC(=O)CNC(=O)C1CCCCC1)NCc1ccc(Cl)cc1
-0.8	C[C@H](CO)N1C[C@H](C)[C@H](CN(C)S(C)(=O)=O)Oc2c(cccc2N(C)C)C1=O
1.0	C=CCC[C@H](Cc1ccc(F)cc1)C(=O)OC[C@@H](C)NC(=O)[C@@H](CC=C)CC(=O)N[C@H](CO)Cc1ccccc1
-0.2	O=C(c1cc(C2CC2)nn1-c1ccccc1)N1CCN(Cc2c(F)cccc2Cl)CC1
-0.1	COc1ccc(N2C(=O)[C@@H]3[C@H](C2=O)[C@H]2c4ccccc4C=CN2[C@@H]3C(=O)Nc2ccccc2)cc1
-1.2	CCCC1Cc2c(sc3nc(SC)nc(N)c23)CO1 (configuration not stated)
-2.4	COC(=O)c1[nH]c2ccc(C)cc2c1NC(=O)C1=COCCO1
-1.6	O=C(CCC(=O)N1CCOCC1)NCc1cccc(C(F)(F)F)c1

12 structures from above, arranged by SMILES length, descending.
STK33 kinase inh	molecule
1.0	C=CCC[C@H](Cc1ccc(F)cc1)C(=O)OC[C@@H](C)NC(=O)[C@@H](CC=C)CC(=O)N[C@H](CO)Cc1ccccc1
-5.9	COc1cccc2c1[C@@H]1CN(CCCCn3c(=O)[nH]c4c(sc5ncc(-c6ccccc6)nc54)c3=O)C[C@@H]1CO2
-0.1	COc1ccc(N2C(=O)[C@@H]3[C@H](C2=O)[C@H]2c4ccccc4C=CN2[C@@H]3C(=O)Nc2ccccc2)cc1
-0.8	C[C@H](CO)N1C[C@H](C)[C@H](CN(C)S(C)(=O)=O)Oc2c(cccc2N(C)C)C1=O
-2.0	COCCN(Cc1nnc(-c2cccs2)o1)C(=O)CN1C(=O)NC2(CCCCC2)C1=O
-0.2	O=C(c1cc(C2CC2)nn1-c1ccccc1)N1CCN(Cc2c(F)cccc2Cl)CC1
-1.6	CC(NS(=O)(=O)c1cccc(C(=O)NCc2ccncc2)c1)c1ccccc1 (configuration not stated)
-0.3	COc1cccc(-c2nnc(SCC(=O)NC3CCS(=O)(=O)C3)n2C)c1 (configuration not stated)
-1.3	O=C(COC(=O)CNC(=O)C1CCCCC1)NCc1ccc(Cl)cc1
-1.6	O=C(CCC(=O)N1CCOCC1)NCc1cccc(C(F)(F)F)c1
-1.2	CCCC1Cc2c(sc3nc(SC)nc(N)c23)CO1 (configuration not stated)
0.7	COn1c(=S)[nH]c2ccccc2c1=O

Remaining list, next part:
STK33 kinase inh	molecule
3.4	CCC(CO)Oc1cc(NCc2ccccc2O)c2ncn(C(C)C)c2c1 (configuration not stated)
-0.6	CN(CC(=O)NCc1ccco1)CC(=O)Nc1ccc(F)c(F)c1F
-0.5	Cn1ccc(NC(=O)c2ccc(Cl)cc2Cl)n1
-0.2	COc1cccc(CC(=O)OCC(=O)NC2(C#N)CCCC2)c1
-1.0	CCn1c(=O)c2cc(C(=O)NCc3cccs3)sc2c2ccccc21
-1.6	CC(=O)Nc1ccc(NC(=O)COC(=O)c2cc(S(=O)(=O)N3CCCC3)ccc2O)cc1
-1.9	CCc1cccc(NC(=O)CCCN2C(=O)NC(C)(C)C2=O)c1
-0.3	Nc1nc(N)c2nc(CNc3ccc(C(=O)NC(CCC(=O)O)C(=O)O)cc3)cnc2n1 (configuration not stated)
1.7	CC(C)(C)c1ccc(C(=O)NCCC(=O)NC2=NCCS2)cc1
0.6	O=C1N[C@@H](Cc2ccccc2)COC(=O)[C@@H](Cc2ccc(F)cc2)CC/C=C/C[C@@H]1CC(=O)N(CCO)Cc1ccccc1
-0.8	COc1ccc([C@@H]2CC=C(C(=O)O)[C@H](c3ccc(Cl)cc3)N2S(=O)(=O)c2ccccc2C)cc1
8.3	Cc1ccc(SCC(=O)OC(C)C(=O)NC2CCCCC2C)c(C)c1 (configuration not stated)
2.0	Cc1ccc(NS(=O)(=O)c2ccc3c(c2)CC(=O)N3)cc1F
-0.8	CCCC(C)NC(=O)c1ccc2[nH]c3c(c2c1)CC(C)CC3 (configuration not stated)
1.7	CCCn1cc(S(=O)(=O)CC(=O)Nc2ccc(OCC)cc2)c2ccccc21
0.5	CN(CC(=O)Nc1ccccc1C(=O)NC1CC1)Cc1ccc(N(C)C)cc1
0.4	COc1cc(C(C)=O)ccc1OCC(=O)NCC(c1ccc(F)cc1)N1CCOCC1 (configuration not stated)
-0.3	COc1ccccc1C(=O)NCCC(=O)N(C)Cc1cccnc1
-0.8	N#CCN(C(=O)COC(=O)CCCNC(=O)c1ccc(Cl)cc1)c1ccccc1
-1.4	COc1ccc(COC(=O)C2CCN(S(=O)(=O)c3ccc(OC)c(OC)c3)CC2)cc1
0.5	O=C(Nc1cccc(S(=O)(=O)N2CCOCC2)c1)C1CC(=O)N(c2ccc3c(c2)OCCO3)C1 (configuration not stated)
1.9	O=C(COC(=O)c1ccc2c(c1)OCCO2)NC1CCCCC1
0.7	O=C(/C=C/c1ccc([N+](=O)[O-])cc1)Nc1cccc(S(=O)(=O)NC2=NCCCCC2)c1
0.0	COc1ccc(CC(=O)OCC(=O)N2CCN(S(=O)(=O)c3ccc(C)cc3C)CC2)cc1
-1.3	C[C@H](CO)N1C[C@H](C)[C@@H](CN(C)S(C)(=O)=O)Oc2c(NC(=O)Nc3ccc4c(c3)OCO4)cccc2C1=O
-1.1	COc1ccc(C(=O)NCCc2ccccn2)cc1S(=O)(=O)Nc1ccc(Br)cc1
0.1	O=C(NC1CCC(O)CC1)c1ccc(Br)o1 (configuration not stated)
-1.1	NCCC1CCCC(CCN)N1 (configuration not stated)
0.6	O=C(OCc1cc(=O)n2ccsc2n1)C1(c2ccc(Cl)cc2)CC1
0.2	COc1ccc2c(c1)c1c(n2C)[C@@H]2CC=C(CO)[C@@H](C1)N2C
0.4	O=C(CSc1n[nH]c(=O)[nH]c1=O)Nc1ccc(Br)cc1Br
-0.3	CCCCN(C(=O)C1CCCO1)c1c(N)n(CCC)c(=O)[nH]c1=O (configuration not stated)
-0.8	CCOc1ccc(C2C(C(=O)c3cccs3)=C(O)C(=O)N2CCCn2ccnc2)cc1 (configuration not stated)
-1.6	CC1CCN(C(=O)c2[nH]cnc2C(=O)N[C@@H](C)c2ccccc2)CC1
0.4	NC(=S)N/N=C\c1c2ccccc2cc2ccccc12
-0.2	O=C(Nc1cccc(Cl)c1)c1nc[nH]c1C(=O)NCCCNC(=O)c1[nH]cnc1C(=O)Nc1cccc(Cl)c1
1.6	CN1/C(=C/C2CC(=O)NC2=O)C(C)(C)c2ccccc21 (configuration not stated)
-0.7	Cc1cccc(NS(=O)(=O)c2cccc(C(=O)N3CCN(C/C=C/c4ccccc4)CC3)c2)c1
0.9	O=C(COC(=O)c1cccnc1Cl)c1ccc(Cl)s1
0.4	O=C(CCNC(=O)c1ccc([N+](=O)[O-])cc1)Nc1cccc(S(=O)(=O)N2CCOCC2)c1
-0.6	CC1(C)CC(=O)C=C(c2ccc(Oc3ccccc3)cc2)C1
-0.9	COc1ccc(NS(=O)(=O)c2cc(NC(=O)c3ccccc3)ccc2N2CCOCC2)cc1
0.1	O=C(CNS(=O)(=O)c1ccc(Cl)c(C(F)(F)F)c1)NC1CCCCCC1
-0.7	CN(C)S(=O)(=O)c1cccc(NC(=O)C2CCN(S(=O)(=O)c3cccs3)CC2)c1
-0.3	N#CCCN(C(=O)COC(=O)c1ccc2c(c1)OCCO2)c1ccccc1

Single entries from the list.
Reading for CC1(C)CC(=O)C=C(c2ccc(Oc3ccccc3)cc2)C1 under STK33 kinase inh: -0.6
Reading for O=C(CNS(=O)(=O)c1ccc(Cl)c(C(F)(F)F)c1)NC1CCCCCC1 under STK33 kinase inh: 0.1

(list continues)
STK33 kinase inh	molecule
1.6	Cc1ccc(S(=O)(=O)NC2CCSC2=O)cc1C (configuration not stated)
-0.2	O=C(CN(Cc1ccco1)Cc1cccs1)N1CCN(S(=O)(=O)c2cccc(F)c2)CC1
1.0	COc1ccc(C(=O)N2CCN(c3ccccc3Cl)CC2)cc1S(=O)(=O)NC1CC1
-2.1	CCOC(=O)N1CCC(NCCNC(=O)c2ccc(F)c(F)c2)CC1
-2.3	Cc1nc(SCc2nc3ccccc3[nH]2)c2oc3cc(Br)ccc3c2n1
-0.4	CCN(C(=O)COC(=O)/C=C/c1ccco1)c1c(N)n(Cc2ccccc2)c(=O)[nH]c1=O
1.5	Cc1cc2c(c(C)c1CCO[C@@H]1O[C@H](CO)[C@@H](O)[C@H](O)[C@H]1O)C(=O)[C@@H](C)[C@@H]2O
-1.4	COc1ccc(C(=O)COC(=O)c2sc(C)nc2C)cc1F
-2.1	C1=C(CCNc2ncnc3c2[nH]c2ccccc23)CCCC1
-0.9	O=CC(=O)c1ccccc1
-4.3	O=C(COC(=O)c1ccccc1O)NCc1ccco1
-0.6	COc1cccc(NC(=O)COC(=O)c2c(C)nn(-c3ccccc3)c2C)c1
-0.3	CC(Oc1cccc(Br)c1)C(=O)Nc1cccc(S(=O)(=O)N2CCOCC2)c1 (configuration not stated)
-2.4	COC(=O)c1c(NC(=O)Nc2ccc(Cl)cc2)sc(C)c1C
0.1	Cc1ccccc1NN=Nc1nc2c([nH]1)c(=O)n(C)c(=O)n2C
-1.0	COC(=O)[C@]1(C)N[C@H](CN(C)C(=O)NC(C)C)[C@@H]2C(=O)N(C)C(=O)[C@@H]21
-0.4	CCN(c1ccccc1)S(=O)(=O)c1ccc(OC)c(NC(=O)Cc2ccc(OC)c(OC)c2)c1
0.4	Cc1cc(C)cc(C(=O)NCC(=O)OCN2C(=O)c3ccccc3C2=O)c1
0.6	Cc1cc(Cl)ccc1NC(=O)CN(C)C1=NS(=O)(=O)c2ccccc21
-0.4	COc1ccc(-c2cc(C(=O)OCC(=O)NC3CC3)c3ccccc3n2)cc1
0.5	COc1ccc(C(=O)OCC(=O)c2c[nH]c3ccccc23)cc1OC
-0.7	O=C1OC[C@H]2CCCN2C(=O)[C@@H](CC(=O)N(CCO)Cc2ccccc2)C/C=C\CC[C@@H]1Cc1ccc(F)cc1
-0.9	COc1ccccc1NS(=O)(=O)c1cc(C(=O)N2CCCCCC2)ccc1C
1.5	C[C@H]1CN([C@@H](C)CO)C(=O)c2cccc(NC(=O)C3CC3)c2O[C@H]1CN(C)S(=O)(=O)c1ccccc1
-3.2	COc1ccc(-c2cn(CCO)c(CCN)n2)cc1
-1.4	CCN(C(=O)COC(=O)c1nccnc1N)c1cccc2ccccc12
-0.2	CS(=O)(=O)c1ccc(NC(=O)C2CCCN(C(=O)c3ccc(Cl)cc3)C2)cc1 (configuration not stated)
-1.0	CCOc1ccc(NC(=O)c2ccc(S(=O)(=O)N(C)C)cc2)cc1
-0.2	COc1cc(/C=N/Nc2ccccc2)ccc1OC(=O)c1cccs1
-0.7	CCC(=O)Oc1c(S(=O)(=O)c2ccc(C)cc2)c(C)nn1C(C)(C)C
3.4	Cc1ccc(C(=O)NCC(=O)OC(C)C(=O)Nc2ccccc2[N+](=O)[O-])s1 (configuration not stated)
-0.8	COc1cc(C)ccc1OCC(=O)OCC(=O)c1cc(C)n(CC2CCCO2)c1C (configuration not stated)
-0.3	COc1ccc(CCC(=O)OCC(=O)Nc2c(C)n(C)n(-c3ccccc3)c2=O)cc1
1.0	CCOC(=O)[C@H]1[C@H]2COc3ccc(Br)cc3[C@@H]2N2C(=O)N(c3ccccc3)C(=O)[C@@]12C
0.7	O=C(Nc1ccccn1)c1cc(-c2ccc(Cl)s2)nc2ccccc12
-0.2	CC(C)NC(=O)Nc1cccc2c1O[C@H](CN(C)C(=O)Nc1ccc(C(F)(F)F)cc1)[C@@H](C)CN([C@H](C)CO)C2=O
-0.3	O=C(Nc1ccccc1Cl)c1ccc2c(=O)n3c(nc2c1)CCC3
1.6	COc1ccc(Cl)cc1NC(=O)CN(C)CC(=O)NCc1cccs1
-1.5	N#Cc1cnn(-c2ccccc2)c1NC(=O)c1ccccc1F
-1.2	COc1cc(NC(=O)CN2C(=O)C(=O)N(C3CCCC3)C2=O)cc(OC)c1
-1.0	CC(C)(C)OC(=O)N[C@H](/C=C/c1ccccc1)C(=O)OC(C)(C)C
-0.3	CC1(c2ccccc2)ON(c2ccccc2C(F)(F)F)C1=O (configuration not stated)
0.8	CCC(=O)c1ccc(OCC(=O)N2CCN(S(=O)(=O)c3ccc(Cl)s3)CC2)cc1
-1.8	O=C(CN1C(=O)NC2(CCCCCC2)C1=O)Nc1ccc(Cl)c([N+](=O)[O-])c1
-1.8	CCN1CCN(S(=O)(=O)c2ccc(Cl)c(C(=O)NC3CC3)c2)CC1
0.6	CCCCCCN[C@H]1CCC2C3CC=C4C[C@@H](O)CC[C@]4(C)C3CC[C@@]21C (some centres not stated)
-0.3	Cc1cc(NC(=O)COC(=O)c2ccc([N+](=O)[O-])cc2Cl)no1
-1.1	C#CCOCCOCCOCCNc1nc(N2CCN(C(=O)[C@H](CCCCN)n3cc(CN)nn3)CC2)nc(N2CCN(C(=O)[C@H](CCC(=O)O)n3cc([C@@H](N)CCSC)nn3)CC2)n1
-1.0	COC(=O)C1=C(C)NC(=S)NC1c1ccc(OCC(=O)N2CC(C)OC(C)C2)c(OC)c1 (configuration not stated)
1.2	O=C(NCc1ccccc1CN1CCCC1)c1cccc(S(=O)(=O)N2CCOCC2)c1
-0.4	Cc1cccc(C(=O)OCC(=O)Nc2ccccc2C(=O)NC2CC2)c1
-0.8	O=C1NC[C@@H](c2ccccc2)OC(=O)[C@H](Cc2ccc(F)cc2)C/C=C\C[C@@H]1CC(=O)N(CCO)Cc1ccccc1
-1.3	CCCc1c(OCCCOc2ccc(OCC(=O)O)cc2)ccc(C(C)=O)c1O
-0.1	Cc1ccc(S(=O)(=O)CCC(=O)OCC(=O)NC(C)c2ccccc2)cc1 (configuration not stated)

Assay outcomes: PubChem BioAssay, Broad Institute
